# MT stabilizer – microtubule stabilizers in HeLa cells, primary screen, imaging, high-content imaging | HeLa tubulin immunostaining HCS, 24 h; share of cells brighter than vehicle mean+2SD | % tubulin-high responders, % at 10 µM | 200,000 compounds, 0.83% hits | AID 2205, 2009;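 active means plate Z-score above 3 for both tubulin-high and condensed-nucleus cell shares, with cell loss under 80%, at 10 µM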;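 further: anti alpha tubulin signal scored within the nucleus-defined area of each cell; some results filed as inactive read as strong as hits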
# Insulin prom up – insulin promoter activators in MIN6 cells, imaging, high-content screening, mouse beta cells. MIN6 insulin promoter-GFP reporter; active compounds read high. z-score at 5 µM. 190,000 compounds, 0.3% hits. AID 1625, 2009;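 active means z-score above 3 at 5 µM with at least 500 cells counted in the well; inconclusive means wells under 500 cells, flagged as cytotoxic or low count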
# Autophagy HCS – autophagy modulators in MEF cells, primary screen, imaging, high-content, MEF GFP-LC3; AID 463193, 2010; calls only at 10 µM (by protocol); 190,000 compounds, 0.98% hits; MEF GFP-LC3 puncta imaging; test concentration mostly 10 µM;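 active means percentage of spot-positive cells more than 3 SD above its plate mean, without a fluorescence outlier flag or 80% toxicity; inconclusive means no clear call, values can overlap the other calls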;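 further: spot-positive cell cutoff set from DMSO-treated cells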
# AID2073 – inhibitors of Mint1-CaV2.2 protein interaction, biochemical, HTRF (AID 2073) | Voltage-dependent N-type calcium channel subunit alpha-1B (Homo sapiens) | HTRF protein-protein interaction, Mint1-CaV2.2; higher % means a stronger effect | one-dose inhibition, % at 20 µM; IC50 in µM for titrated hits | 290,000 compounds, 0.19% hits; in the data active means inhibition mostly above about 51%, no sharp cut-off; inconclusive means no clear call, values can overlap the other calls; inactive means mostly below about 53%; further: some results filed as inactive read as strong as hits
# Dynein cargo inh – inhibitors of GR-EGFP nuclear translocation, primary screen, dynein cargo transport inhibitor project, imaging, high-content, 3617.4 mouse cells; AID 1381, 2008; test concentration mostly 20 µM; stimulated with dexamethasone, 1 µM; active compounds read low; z-score, hits read low; 220,000 compounds, 0.47% hits;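 active means plate z-score of nuclear minus cytoplasmic receptor signal below a set negative limit, without overly bright fluorescence or cell loss, cut at about -3.5 in these data, passing the limit was not always enough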;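 further: z-score of nuclear minus cytoplasmic ring GR-EGFP intensity difference per well; some compounds called inactive have numbers as strong as hits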
#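 Buffer or medium: tet-free, stripped-serum medium; reagent: dexamethasone at 1.0 µM final, 30 min; incubation: 48 h induction, 1 h compound, 30 min dex at 37 °C; measured by: formaldehyde fixation, Hoechst nuclear stain, 10x automated fluorescence imaging; read-out: nuclear-to-cytoplasmic GR-EGFP distribution per well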
# WT yeast gro inh – growth inhibition of WT strain, primary screen, mitochondrial fusion inhibitor project, WT and mutant strains, chemical genetic; mitochondrial fusion phenotypic screen; inhibition, % at 10 µM; 190,000 compounds, 2.1% hits; in the data active means inhibition above about 58%; tested in S. cerevisiae
# Yfh1-off respiration – enhancers of respiration in Yfh1-depleted yeast, dose response, Friedreich's ataxia, plus single-dose screen (AID 1465); S. cerevisiae Yfh1-off respiration, WST-1 reduction, 72 h; higher fold induction means a stronger effect; fold induction at 50 µM; hits with a dose series show EC50 in µM; 220,000 compounds, 0.074% hits;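 active means fold induction of absorbance versus untreated yeast above a set limit, then at least 30% activation at any dose in follow-up; inconclusive means repeats straddling the limit, or above it without dose testing; inactive means fold induction below the set limit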;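 further: activators that raise dye reduction in frataxin-depleted yeast; strong numbers were not always called active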
# HIV fusion peptide – inhibitors of HIV fusion peptide binding, primary screen, biochemical, uHTS, fluorescence dequenching (AID 1986); cell-free peptide binding, fluorescence dequenching, 30 min; higher % means a stronger effect; one-dose inhibition, % at 20 µM; IC50 in µM for titrated hits; 290,000 compounds, 0.3% hits; in the data active means inhibition mostly above about 52%, no sharp cut-off; inactive means mostly below about 76%; further: some results filed as inactive read as strong as hits
# bCat nuc transl – modulators of beta-catenin nuclear translocation, primary screen, imaging, HeLa cells, immunofluorescence, high-content. nuclear translocation activity, % at 5 µM. AID 1665, 2009. 190,000 compounds, 0.3% hits;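 active means nuclear translocation activity above 50% at 5 µM, with a well cell count of 50 or more; inconclusive means wells under 50 cells across six images, flagged as toxic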;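 further: per-cell ratio of nuclear to cytoplasmic median beta-catenin stain intensity; plate controls were DMSO negative control for no effect and GSK-3 inhibitor IX positive control for full effect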
#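 Test system: human HeLa cells, endogenous beta-catenin. Times: 24 h compound exposure, 37°C. Measured by: beta-catenin immunofluorescence imaging with DAPI.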
# WT yeast gro inh mutant strain – recorded beside WT yeast gro inh, whose call it bears; inhibition, %; mitochondrial fusion phenotypic screen, mutant strain inhibition
# Dynein cargo inh cytoplasmic EGFP – recorded beside Dynein cargo inh, whose call it bears; z-score; measured here: cytoplasmic GR-EGFP intensity; active compounds read high
# Dynein cargo inh nuclear GR-EGFP – also measured in Dynein cargo inh; calls as there; z-score; measured here: nuclear GR-EGFP intensity;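 lower value marks the stronger effect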
# Dynein cargo inh cell count – further read-out of Dynein cargo inh, marked with its call; z-score; measured here: cell count per field
# Insulin prom up cell count – second read-out of Insulin prom up, no call of its own (marks repeat the call); cell count; measured here: cytotoxicity, nuclei count;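 total cells summed across four imaged fields per well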
# bCat nuc transl cell count 5 µM – also measured in bCat nuc transl; calls as there; cell count; measured here: cell count, cytotoxicity flag
# MT stabilizer Hoechst-high % – also measured in MT stabilizer; calls as there; % Hoechst-high responders; measured here: nuclear condensation Hoechst responders;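 share of cells brighter than vehicle mean plus two SD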
# MT stabilizer cytotoxicity % – further read-out of MT stabilizer, marked with its call; toxicity, %; measured here: cytotoxicity by cell density;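 0% = mean cell density of plate MIN control wells and 100% = no cells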
# Autophagy HCS cell loss 18 h – second read-out of Autophagy HCS, no call of its own (marks repeat the call); toxicity, %; measured here: cell loss, nuclei count;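 cell loss after 18 h compound exposure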
# * hit, by the source's call; i = inactive; ? = inconclusive; . = no result given. Rows were taken by chance, and some 4.2% of all compounds hit somewhere here.
SMILES,MT stabilizer,MT stabilizer Hoechst-high %,MT stabilizer cytotoxicity %,Insulin prom up,Insulin prom up cell count,Autophagy HCS,Autophagy HCS cell loss 18 h,AID2073,Dynein cargo inh,Dynein cargo inh cytoplasmic EGFP,Dynein cargo inh nuclear GR-EGFP,Dynein cargo inh cell count,WT yeast gro inh,WT yeast gro inh mutant strain,Yfh1-off respiration,HIV fusion peptide,bCat nuc transl,bCat nuc transl cell count 5 µM
Cc1cc(C)nc(N2CCC(C(=O)NCc3cccc(C(F)(F)F)c3)CC2)n1,1.4,1.8,11,0.28,1271,i,0,?,-0.033,-0.11,0.65,-1.9,1,-2,i,0.8%,-2.1,1051
CCOC(=O)c1c(CN2CCN(C)CC2)oc2ccc(OC)cc12,4.1,2.0,8.6,0.15,1277,i,-8,6%,-0.085,0.59,0.32,0.01,-1,12,i,-0.6%,-0.4,1154
COC(=O)c1ccc(Cl)cc1N(Cc1c(F)cccc1Cl)S(C)(=O)=O,.,.,.,-0.4,1449,.,.,2%,1.1,-0.22,0.56,-0.91,.,.,i,-1.1%,-1.4,1104
NS(=O)(=O)c1cccc(NS(=O)(=O)c2cccc(C(F)(F)F)c2)c1,.,.,.,-0.07,988,.,.,-9%,-0.42,-0.25,0.33,0.066,.,.,.,1.2%,-2.0,1444
CCN1C(=O)C(NC(C)=O)c2cc(OC)ccc21 (stereo not drawn),1.3,1.9,8.2,.,.,i,35,-5%,-0.6,2.2,0.096,0.42,-2,1,i,2.4%,0.2,1157
CCc1nnc(NC(=O)c2cccc(S(=O)(=O)N(C)c3ccccc3)c2)s1,1.8,1.3,3.8,0.57,969,i,-5,4%,-0.066,-0.2,0.14,0.56,3,7,.,4.0%,-3.5,1065
CCOc1cc(C=O)ccc1OCC(N)=O,4.2,1.9,9.5,-0.41,1403,i,-11,7%,-0.28,-0.22,-0.07,0.19,-20,-3,i,0.2%,-2.1,1032
Cn1c(C(C#N)C(=O)c2ccco2)nc2ccccc21 (stereo not drawn),5.0,2.6,4.8,0.35,1324,i,6,0%,-0.33,-0.2,0.091,0.38,-11,-6,i,5.2%,-1.1,1011
CC(C)[C@H](Nc1ccc(C(F)(F)F)cc1[N+](=O)[O-])C(=O)O,.,.,.,0.04,1002,.,.,3%,-0.035,-0.26,0.35,-0.39,.,.,i,0.9%,1.1,1275
CN1CCN(C(=O)c2ccccc2NC(=O)c2cccs2)CC1,1.6,1.5,6.1,0.07,1237,i,6,12%,-0.46,-0.22,-0.22,0.83,-12,-7,i,9.8%,-2.8,1025
O=C(NCc1cccs1)c1cnc(Cl)c(Cl)c1,1.6,3.4,5.3,-1.2,1326,i,8,0%,-0.8,0.0073,-0.56,0.069,13,7,i,-0.1%,1.1,1039
NC(=O)[C@@H]1CCOc2c(I)cc([N+](=O)[O-])cc2C(=O)N[C@@H](CO)C(=O)NCC(=O)N1,2.2,1.8,7.9,0.03,1192,i,13,4%,-0.31,-0.3,0.14,0.69,-4,-1,i,9.7%,-1.4,546
CCn1c(SCC(=O)Nc2nnc(C)s2)nnc1-c1ccco1,3.4,1.1,4.3,-0.38,1599,i,6,-3%,-0.3,-0.36,0.17,0.24,-5,8,i,-2.1%,-2.8,966
COC(=O)CSc1ccc(C#N)c(SCC(=O)OC)c1,2.5,1.1,4.4,-0.01,1371,i,-8,-12%,0.09,-0.061,0.41,-0.045,0,2,i,-0.6%,-1.4,1368
COc1ccc(-n2nc([N+](=O)[O-])c(=NCc3cccnc3)n2O)cc1,3.1,2.8,5.1,-0.11,1271,i,9,3%,-0.88,-0.35,-0.68,0.8,-1,2,i,1.2%,-1.0,921
O=C1COc2ccc(C(=O)c3ccccc3C(=O)NCc3ccccc3)cc2N1,2.1,1.4,9.6,0.06,1010,i,-3,-5%,0.35,-0.086,0.071,-0.041,-10,2,i,0.3%,-3.7,1205
Nc1nonc1-c1nc2ccccc2n1CC(=O)NC1CCCC1,4.4,2.1,8.6,0.38,1120,i,-3,4%,-0.35,-0.12,0.15,-0.25,8,15,i,12%,-4.5,1207
COC(=O)c1cc(C(=O)Nc2nnc(CC(C)(C)C)s2)cc([N+](=O)[O-])c1,2.8,2.3,2.6,-0.49,1428,i,6,-18%,-0.096,-0.31,-0.28,0.18,45,11,i,3.3%,-1.5,1134
O=C(NC1CC1)C1=C[C@@H](c2c[nH]c3ccccc23)C[C@@H](OCCCCO)O1,.,.,.,0.23,977,.,.,-7%,0.098,-0.57,0.18,-0.54,.,.,i,-0.9%,-0.7,1387
COc1ccccc1CNC(=O)C1CCC(CNc2c(N3CCC(C)CC3)c(=O)c2=O)CC1 (stereo not drawn),.,.,.,-0.06,1190,.,.,?,-0.075,-0.26,0.38,0.23,.,.,i,-2.1%,-0.4,1259
O=C(CS(=O)c1ccccc1[N+](=O)[O-])Oc1ccc(Br)cc1 (stereo not drawn),3.4,2.5,5.9,-0.09,1360,i,21,-6%,-0.15,-0.28,0.024,0.58,20,0,i,-0.7%,2.7,1106
C=CCOC(=O)c1c(C)nc2cc3c(cc2c1C)OCO3,3.0,1.5,5.7,-0.18,1344,i,-2,19%,0.4,-0.21,0.53,-0.44,5,-4,i,2.0%,-4.4,531
COc1cc(Cl)c(S(=O)(=O)n2cnc(C)c2)cc1Cl,2.6,2.1,5.1,.,.,i,1,-1%,-1.1,-0.25,-0.63,0.68,6,-3,i,-0.9%,-1.1,1142
CC(C)C1C(=O)NC(=S)N1S(=O)(=O)c1ccc(C(C)(C)C)cc1 (stereo not drawn),1.3,1.3,14,-1.9,1109,i,-16,-25%,-0.53,-0.24,-0.15,0.73,48,22,i,10%,-3.3,1194
Cc1sc2nc(SCC(=O)N3CCCCC3)[nH]c(=O)c2c1C,3.4,1.9,5.1,0.92,1231,i,-4,-3%,-0.11,-0.22,-0.32,1.2,1,-11,i,2.1%,-2.1,542

# Single records (already shown). Order of screens: MT stabilizer	MT stabilizer Hoechst-high %	MT stabilizer cytotoxicity %	Insulin prom up	Insulin prom up cell count	Autophagy HCS	Autophagy HCS cell loss 18 h	AID2073	Dynein cargo inh	Dynein cargo inh cytoplasmic EGFP	Dynein cargo inh nuclear GR-EGFP	Dynein cargo inh cell count	WT yeast gro inh	WT yeast gro inh mutant strain	Yfh1-off respiration	HIV fusion peptide	bCat nuc transl	bCat nuc transl cell count 5 µM
# COc1ccc(-n2nc([N+](=O)[O-])c(=NCc3cccnc3)n2O)cc1 across the screens: 3.1	2.8	5.1	-0.11	1271	i	9	3%	-0.88	-0.35	-0.68	0.8	-1	2	i	1.2%	-1.0	921
# CN1CCN(C(=O)c2ccccc2NC(=O)c2cccs2)CC1 across the screens: 1.6	1.5	6.1	0.07	1237	i	6	12%	-0.46	-0.22	-0.22	0.83	-12	-7	i	9.8%	-2.8	1025
# O=C(NC1CC1)C1=C[C@@H](c2c[nH]c3ccccc23)C[C@@H](OCCCCO)O1 across the screens: .	.	.	0.23	977	.	.	-7%	0.098	-0.57	0.18	-0.54	.	.	i	-0.9%	-0.7	1387

# (listing goes on)
SMILES,MT stabilizer,MT stabilizer Hoechst-high %,MT stabilizer cytotoxicity %,Insulin prom up,Insulin prom up cell count,Autophagy HCS,Autophagy HCS cell loss 18 h,AID2073,Dynein cargo inh,Dynein cargo inh cytoplasmic EGFP,Dynein cargo inh nuclear GR-EGFP,Dynein cargo inh cell count,WT yeast gro inh,WT yeast gro inh mutant strain,Yfh1-off respiration,HIV fusion peptide,bCat nuc transl,bCat nuc transl cell count 5 µM
CCC(C)(C)n1nnnc1C(c1ccc(OC)c(OC)c1)N1CCN(c2cccc(OC)c2)CC1 (stereo not drawn),2.0,2.5,5.7,.,.,i,6,-9%,0.33,-0.3,0.52,-0.45,0,6,i,-1.9%,.,.
CCOC(=O)C(Cc1c[nH]c2ccccc12)NC(=O)CNC(C)=O (stereo not drawn),5.9,3.9,7.6,-0.38,1220,i,-15,10%,-1.1,-0.19,-0.33,0.74,26,3,i,16%,-5.1,990
COC(=O)c1cccc(C(=O)N2CCC(CO)(Cc3ccccc3Cl)CC2)c1,2.2,2.3,7.7,-0.54,1546,i,-33,5%,-0.36,-0.36,-0.38,1.2,12,12,i,2.1%,-1.6,1000
COc1ccc(C2=C(C=Nc3c(C)n(C)n(-c4ccccc4)c3=O)C(c3ccccc3C)c3ccccc3O2)cc1OC (stereo not drawn),1.8,1.8,2.0,-2,666,i,7,16%,-0.59,-0.42,0.011,0.5,10,9,i,-1.7%,4.1,1126
CC(C)=C(NC(=O)c1ccccc1)C(=O)NCc1ccccc1,1.0,2.3,8.7,-0.66,1193,i,-3,21%,-0.5,-0.28,0.47,-0.23,0,4,i,3.4%,-3.1,1121
CC(C)CC(NC(=O)C(NC(=O)OC(C)(C)C)C(C)C)C(=O)N1CCCC1C(N)=O (stereo not drawn),2.8,2.1,4.4,-0.04,1312,i,0,-2%,0.35,-0.18,0.64,-0.26,-9,2,i,1.5%,-1.0,889
COc1ccc(OC)c(/C=C/C(=O)N(C)CC(=O)Nc2ccc(C)cc2)c1,3.2,4.4,0.8,-0.08,1349,i,3,36%,-0.47,-0.32,-0.63,0.91,-2,-22,i,-0.7%,-5.3,548
Cc1nnc(SCC(=O)Nc2sc3c(c2C#N)CCCC3)[nH]c1=O,3.0,0.4,26,-0.39,1216,i,6,-13%,-0.05,0.029,0.35,0.11,5,5,i,14%,0.1,1099

# High-throughput results as filed in PubChem BioAssay.
